# UHRF1 binding = UHRF1 methylated DNA binding inhibitors, primary screen, counter-screen for MBD2 inhibitor project, biochemical, TR-FRET, human UHRF1, single concentration; E3 ubiquitin-protein ligase UHRF1 (Homo sapiens), Q96T88; UHRF1 binding to methylated oligo; inhibition, % at 4.4 µM; actives 0.75% (n = 370,000); AID 687016, 2013; in the data active = inhibition above about 21%;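 note: UHRF1 SRA domain binding a hemimethylated CpG hairpin DNA probe; 0% = median of test compound wells and 100% = reference inhibitor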
# MBD2 DNA inh = inhibitors of MBD2 binding to methylated DNA, primary screen, biochemical, TR-FRET, DNA-binding domain, human. Methyl-CpG-binding domain protein 2 (Homo sapiens), Q9UBB5. MBD2 binding to methylated oligonucleotide. inhibition, % at 4.4 µM. actives 0.31% (n = 370,000). AID 686964, 2013; in the data active = inhibition above about 13%
# Target sequence (Q9UBB5 whole entry, looked up, the tested form may be a part): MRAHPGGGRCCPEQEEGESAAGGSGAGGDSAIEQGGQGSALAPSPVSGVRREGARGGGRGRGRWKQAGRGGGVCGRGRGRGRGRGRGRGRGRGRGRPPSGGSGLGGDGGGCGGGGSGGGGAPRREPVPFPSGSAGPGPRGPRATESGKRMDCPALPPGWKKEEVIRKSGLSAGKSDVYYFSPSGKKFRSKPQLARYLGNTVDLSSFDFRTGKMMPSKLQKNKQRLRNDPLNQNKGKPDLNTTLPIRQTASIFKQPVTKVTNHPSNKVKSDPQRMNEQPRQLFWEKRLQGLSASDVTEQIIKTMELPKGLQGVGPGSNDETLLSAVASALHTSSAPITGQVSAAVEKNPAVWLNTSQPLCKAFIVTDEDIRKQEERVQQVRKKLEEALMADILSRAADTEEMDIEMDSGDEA
# NR1D1 modulator = modulators of Rev-erb alpha DNA binding, primary screen, biochemical, FITC-DNA, fluorescence polarization, uHTS; Nuclear receptor subfamily 1 group D member 1 (Homo sapiens), P20393; Rev-erbα–FITC-DNA binding, 90 min; activity, % at 10 µM; actives 0.79% (n = 370,000); AID 1259318, 2017;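 active = activity above about 14%, limit read from the data; passing the limit was not always enough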;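 note: 0% = DMSO wells with 35 nM protein and 100% = DMSO wells with 750 nM protein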
# LEDGF integ inh = blockers of LEDGF/p75-dependent integrase strand transfer – biochemical, TR-FRET, high throughput, primary screen; HIV-1 integrase (with human LEDGF/p75); TR-FRET IN-LEDGF/p75 DNA integration, Eu/Cy5; inhibition, % at 3.7 µM; actives 0.64% (n = 370,000); AID 743269, 2014;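 active = inhibition above the screen-wide mean plus 3 SD, cut at about 13% in these data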;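 note: signal is the Cy5 over europium emission ratio at 671 and 618 nm; 0% = plate median of compound wells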
# mABHD4 FP = ABHD4 inhibitors, primary screen, biochemical, fluorescence polarization, mouse | (Lyso)-N-acylphosphatidylethanolamine lipase (Mus musculus), Q8VD66 | AID 720543, 2013 | purified mABHD4, FP-Rh probe fluorescence polarization | actives 0.54% (n = 370,000) | inhibition, % at 8.92 µM;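 active = inhibition exceeding the mean over every tested compound plus 3 SD, cut at about 30% in these data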;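 note: 0% = plate median of compound wells and 100% = S159A mutant with DMSO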
#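 Test system: mABHD4 protein | Buffer or medium: HEPES pH 7.0 buffer, 150 mM NaCl, 0.01% Pluronic F-127 | Probe or stimulus: FP-Rh fluorescent activity-based probe, added after compound pre-incubation | Timing: Pre-incubation 45 min, probe exposure 60 min, at 25 °C | Technique: Fluorescence polarization, excitation 525 nm, emission 598 nm, BODIPY TMR filters | Repeats: Single well per compound (singlicate)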
# PRMT1 FP inh = PRMT1 methyltransferase inhibitors, primary screen, biochemical, fluorescence polarization; recombinant PRMT1, activity-based probe fluorescence polarization; inhibition, % at 2.79 µM; actives 1.3% (n = 370,000); Protein arginine N-methyltransferase 1 (Homo sapiens), Q99873; AID 652257, 2013;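 active = inhibition above about 21% made by adding two undisclosed values, limit read from the data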
# PG9 Ab binder = binders of HIV-1 gp120 antibody PG9, primary screen, biochemical, TR-FRET; TR-FRET gp120-PG9 antibody binding; HIV-1 gp120 / PG9 antibody interaction; AID 624416, 2012; actives 0.43% (n = 360,000); inhibition, % at 6.7 µM; in the data active = inhibition above about 8.5%
# HTRA1 inhibitor = HTRA1 serine protease inhibitors, primary screen, biochemical, fluorescence polarization, HTS; inhibition, % at 5.96 µM; recombinant HTRA1, FP-rhodamine activity-based probe; actives 0.5% (n = 340,000); Q92743; in the data active = inhibition above about 36%;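 note: 0% = enzyme with DMSO and 100% = wells lacking enzyme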
# Target sequence (Q92743 whole entry, looked up): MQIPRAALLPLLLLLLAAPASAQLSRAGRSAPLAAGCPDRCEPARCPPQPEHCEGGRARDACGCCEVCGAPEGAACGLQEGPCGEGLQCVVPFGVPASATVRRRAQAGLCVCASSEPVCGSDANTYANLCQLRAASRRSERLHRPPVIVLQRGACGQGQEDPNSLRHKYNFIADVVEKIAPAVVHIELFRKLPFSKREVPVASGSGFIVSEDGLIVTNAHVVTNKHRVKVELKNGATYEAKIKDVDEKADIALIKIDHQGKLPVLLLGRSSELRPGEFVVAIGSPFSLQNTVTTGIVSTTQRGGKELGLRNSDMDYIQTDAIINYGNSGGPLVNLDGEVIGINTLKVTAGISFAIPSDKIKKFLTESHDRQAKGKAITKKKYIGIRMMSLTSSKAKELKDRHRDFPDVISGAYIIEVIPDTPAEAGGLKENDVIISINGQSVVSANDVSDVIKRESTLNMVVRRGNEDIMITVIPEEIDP
# rCAG RNA binder = binders of r(CAG) RNA repeats, primary screen, biochemical, fluorescence. r(CAG) RNA repeat, TO-PRO-1 dye displacement fluorescence. actives 1.3% (n = 370,000). inhibition, % at 3 µM. AID 651821, 2012;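 active = inhibition above the plate cutoff, the mean of all test compounds on that plate plus 3 SD, cut at about 35% in these data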;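 note: 0% = DMSO alone and 100% = 100 µM mitoxantrone as full dye displacement; higher means more dye released from RNA so lower well fluorescence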
# TCR CD3 inh = inhibitors of human TCR-CD3 interaction, primary screen, biochemical, fluorescence, TAMRA-labeled TCR probe. inhibition, % at 9.4 µM. actives 0.37% (n = 360,000); in the data active = inhibition above about 19%;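 note: recombinant mutant TCR 2C K166C tagged with TAMRA read by polarization; 0% = receptor in buffer alone and 100% = receptor with positive control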
# Numbers without * were called inactive; . = no result given. An excerpt; rates above refer to the full screens.
mol,UHRF1 binding,MBD2 DNA inh,NR1D1 modulator,LEDGF integ inh,mABHD4 FP,PRMT1 FP inh,PG9 Ab binder,HTRA1 inhibitor,rCAG RNA binder,TCR CD3 inh
O=C(/C=C/c1ccccc1)c1ccc2ccccc2c1,-1,1,0,0,-8,1,-2.4,-35,3,3
O=S(=O)(NCC1CCCO1)c1ccc(Cl)nc1 (stereo unspecified),1,0,2,-5,3,-1,-1.2,9,-1,6
CC(C)N(C(=O)CSc1nnc(Cc2csc(Nc3ccccc3)n2)o1)C(C)C,-1,-2,2,1,1,-1,-2.6,-3,-6,7
CCc1ccccc1NC(=O)Cc1cn(C)c2ccccc12,0,-2,2,1,9,1,-3.8,3,0,7
COc1ccc(/C=C/C(=O)OCC(=O)N2CCCCCC2)c(OC)c1,-2,-4,-2,6,-9,-1,2.0,-2,-3,0
CC(C)=CC(=O)Nc1ccccc1C(N)=O,6,1,3,6,-8,1,-0.8,-2,0,-3
Cc1cnc(NC(=O)c2c(Cl)cnn2C)s1,-1,3,-2,-2,7,-1,-0.7,0,-4,3
[O-][n+]1c(/C=C/c2ccccc2)ccc2ccccc21,-2,-4,-5,-1,1,1,-0.1,-3,-2,1
COc1cc(NC(=O)c2ccccc2)c(OC)cc1NC(=O)Cc1ccccc1,3,-1,1,3,-6,-2,0.2,5,0,-16
CC(C)CCNC(=O)CCCn1c(=O)[nH]c2ccc(Br)cc2c1=O,2,3,7,-4,-2,5,-0.5,2,-4,0
CC(C)NC(=O)c1ccc(COc2ccc(C(C)(C)C)cc2)o1,2,-2,5,-2,-9,6,0.9,-10,-8,-1
COc1cc2c(cc1OC)C(/C=C/c1ccco1)=NCC2,-1,-8,8,-3,5,0,-6.5,5,6,8
COc1ccc(CN2C(=O)C(CC(=O)NCCCN(C)C)CC(C(=O)N(C)C)=C2C)cc1 (stereo unspecified),1,6,-2,-10,0,-3,-2.6,5,0,-7
CC(C)OC(=O)NC(c1ccccc1)C(Cl)(Cl)Cl (stereo unspecified),4,5,3,0,3,-2,-0.6,-15,-4,-2
Cc1ccc(NC(=O)Nc2ccccc2C(=O)NCc2ccccc2)cc1,0,-2,-4,-6,-4,-2,-3.0,-39,2,5
COc1ccccc1Cc1c(-c2ccc(C#N)cc2)nc2c3ccccc3ccn12,16,8,-2,1,-18,5,1.5,.,8,-7
CCOC(=O)CCCNC(=O)O[C@@H]1CC[C@@]23CCCN2C(=O)CCC[C@H]3C1,-2,-3,7,2,1,-4,.,.,.,.
CSc1ccc(S(=O)(=O)N2CCC(C(=O)NCc3ccncc3)CC2)cc1,1,4,4,3,-8,1,-2.6,4,7,2
COc1ccc(/C=C/C(=O)O)cc1S(=O)(=O)NCC1CCCO1 (stereo unspecified),1,6,3,-3,3,6,-0.2,1,1,-5
O=C(COc1ccc2c(c1)oc(=O)c1ccccc12)NCC1CCC(C(=O)O)CC1 (stereo unspecified),2,2,-4,-2,3,6,0.5,5,3,-3
Cc1cc(C)cc(NC2=NCC(=O)N2Cc2ccccc2)c1,-2,-2,1,-1,2,-4,-1.0,-4,-5,9
COc1ccc(C(CNC(=O)c2cccc(S(=O)(=O)Nc3ccc(F)cc3)c2)N2CCCC2)cc1 (stereo unspecified),2,-2,8,1,-10,3,0.0,-8,0,0
O=C(OCC(=O)N1CCCc2ccccc21)C1CCN(S(=O)(=O)c2cccs2)CC1,-1,-2,1,-1,4,0,0.3,-5,-5,1
CON(C)C(=O)CC(CNC(=O)OC(C)(C)C)c1ccc(Cl)cc1 (stereo unspecified),0,-2,-1,-3,5,1,-0.1,-5,-9,4

# Rewritten with two lines to a compound: entries from further up
# Screens in order – UHRF1 binding, MBD2 DNA inh, NR1D1 modulator, LEDGF integ inh, mABHD4 FP, PRMT1 FP inh, PG9 Ab binder, HTRA1 inhibitor, rCAG RNA binder, TCR CD3 inh
> O=C(COc1ccc2c(c1)oc(=O)c1ccccc12)NCC1CCC(C(=O)O)CC1 (stereo unspecified)
→ 2, 2, -4, -2, 3, 6, 0.5, 5, 3, -3
> CCOC(=O)CCCNC(=O)O[C@@H]1CC[C@@]23CCCN2C(=O)CCC[C@H]3C1
→ -2, -3, 7, 2, 1, -4, ., ., ., .
> COc1ccc(C(CNC(=O)c2cccc(S(=O)(=O)Nc3ccc(F)cc3)c2)N2CCCC2)cc1 (stereo unspecified)
→ 2, -2, 8, 1, -10, 3, 0.0, -8, 0, 0

# Further entries follow:
mol,UHRF1 binding,MBD2 DNA inh,NR1D1 modulator,LEDGF integ inh,mABHD4 FP,PRMT1 FP inh,PG9 Ab binder,HTRA1 inhibitor,rCAG RNA binder,TCR CD3 inh
O=C(O)CCCCCCCCCCC1CCC(O)C1O (stereo unspecified),3,-1,-4,0,-1,2,-2.0,1,6,4
CCn1ncc(CN2CCC(C(=O)Nc3cccc(-c4cccc(F)c4)c3)CC2)c1C,1,1,2,0,6,-3,-1.5,1,-8,0
OCCN1CCN(C(=S)NCCc2ccccc2)CC1,-1,-3,8,2,-1,-3,3.1,-6,0,-1
Cc1cc(OCCOc2cccc3cccnc23)c(C)cc1Cl,0,-3,4,-2,1,-3,-2.9,2,-1,4
COc1ccc(C(=O)O/N=C(\N)Cc2ccc(Cl)cc2)cc1OC,3,5,1,1,-3,0,0.0,-7,-3,-4
Cc1c(N2CCCC2)cc2c(c1N)C(C)(C)CC2(C)C,0,-2,-3,-2,-1,2,-3.1,5,-6,1
COCCN(C(=S)Nc1ccc(C)cc1C)C(C)c1cccs1 (stereo unspecified),1,0,-5,1,-5,5,-1.6,4,-4,-9
Cc1ccc(C(=O)NCc2ccco2)cc1[N+](=O)[O-],-2,-2,-2,1,3,-3,-0.9,5,3,13

# Two of the compounds above, with each value named.
molecule: Cc1cc(OCCOc2cccc3cccnc23)c(C)cc1Cl
- UHRF1 binding: 0
- MBD2 DNA inh: -3
- NR1D1 modulator: 4
- LEDGF integ inh: -2
- mABHD4 FP: 1
- PRMT1 FP inh: -3
- PG9 Ab binder: -2.9
- HTRA1 inhibitor: 2
- rCAG RNA binder: -1
- TCR CD3 inh: 4

molecule: Cc1c(N2CCCC2)cc2c(c1N)C(C)(C)CC2(C)C
- UHRF1 binding: 0
- MBD2 DNA inh: -2
- NR1D1 modulator: -3
- LEDGF integ inh: -2
- mABHD4 FP: -1
- PRMT1 FP inh: 2
- PG9 Ab binder: -3.1
- HTRA1 inhibitor: 5
- rCAG RNA binder: -6
- TCR CD3 inh: 1

# The results go on:
Molecule,UHRF1 binding,MBD2 DNA inh,NR1D1 modulator,LEDGF integ inh,mABHD4 FP,PRMT1 FP inh,PG9 Ab binder,HTRA1 inhibitor,rCAG RNA binder,TCR CD3 inh
CCCc1nn2c(=O)cc(CSCC(=O)Nc3ccccc3OC)nc2s1,2,1,2,2,-3,11,-2.9,6,-2,8
CCC(C)NC(=O)C(Cc1ccccc1)NS(=O)(=O)c1ccc2c(c1)CCC(=O)N2 (stereo unspecified),-3,-2,-2,-2,3,-6,-2.2,10,0,8
CCN(CC)c1ccc(C=Nc2ccccc2)c(O)c1,-2,-1,-6,-3,11,4,0.0,12,1,8
Clc1ccc(OCc2nn3c(-c4ccccc4)nnc3s2)c(Cl)c1,-2,-4,26*,3,-1,-2,0.8,-8,5,-1
CN(C)C(CNC(=O)CSc1nc2sc3c(c2c(=O)n1C)CCCC3)c1ccccc1 (stereo unspecified),2,4,8,1,9,0,0.9,-5,-2,-1
CSCCC(NS(=O)(=O)c1ccc(Cl)cc1)C(=O)OCC(=O)N(C(C)C)C(C)C (stereo unspecified),0,-1,1,0,2,-1,-1.6,-9,1,0
CCCn1c2ccccc2c2cnn(CC(=O)NCCN(C)C)c(=O)c21,-1,0,-5,-1,-3,0,2.0,-3,6,-2
COc1ccc(C(=O)NNC(=S)NC(=O)c2cccs2)cc1,-2,0,-1,4,-5,-6,-0.9,2,7,23*
CC(=O)N1CCN(c2ccc(NC(=O)c3cc4ccccc4o3)cc2)CC1,1,-2,-1,-10,3,2,-3.0,7,-6,2
O=c1oc2ccccc2c(O)c1CN1CCCCC1,0,-1,-2,-3,-5,-4,-1.0,-17,17,-6
Cc1ccc(-c2nnnn2CS(=O)(=O)c2ccccc2)cc1,2,2,2,-5,-2,-1,-1.6,-3,2,4
O=C(c1ccco1)N1CCN(Cc2ccccc2Br)CC1,2,1,6,-3,20,2,2.2,9,3,-2
COc1ccc(-c2nn(-c3ccccc3)cc2CO)cc1OC,-1,-7,7,0,1,0,1.0,-7,-3,4
Cc1ccc(C)c(S(=O)(=O)N2CCN(C(=O)c3ccc(C)s3)CC2)c1,0,3,-3,3,-5,-2,-1.5,-10,-9,4
O=C(NCc1ccncc1)C1Cc2c(-c3ccc(Cl)cc3)ccnc2O1 (stereo unspecified),0,2,2,-2,0,-3,-0.5,.,0,-1
COC(=O)c1c(C)oc2ccc(NS(=O)(=O)c3cccs3)cc12,-1,4,1,-4,1,0,1.3,-4,13,-4
O=C(CC12CC3CC(CC(C3)C1)C2)Nc1ccc2c(c1)COC2=O,3,2,3,0,-3,-2,-0.9,-19,-3,7
CC(=O)N1N=C(c2ccc(NS(=O)(=O)c3ccccc3)cc2)CC1c1ccco1 (stereo unspecified),4,-2,1,-2,2,1,1.8,4,8,-4
CCN(CC)S(=O)(=O)c1cccc(NC(=O)COC(=O)c2n[nH]c(=O)c3ccccc23)c1,2,2,0,1,-3,1,-2.9,-1,5,5
COc1ccc(CC(=O)NCC2CCN(C(=O)C(=O)c3cc4ccccc4o3)CC2)cc1,1,-2,-1,0,-2,4,-1.5,.,3,4
COC(=O)[C@]12CCCCC=C1N(CCC1=CCCCC1)C(=O)[C@H](CC(=O)NCc1cccs1)C2,5,6,-3,0,-5,7,0.0,.,3,0
O=[N+]([O-])c1ccc(C2CCCC/C2=N/OCc2ccc(F)cc2)c([N+](=O)[O-])c1 (stereo unspecified),-1,-4,0,-2,-6,0,-0.8,-16,-1,8
CCOC(=O)c1c(NC(=O)CSc2nnc(C)s2)sc2c1CCCCC2,3,3,-4,4,-4,1,-1.6,-54,2,3

# Compound activity as filed in PubChem BioAssay.
